# EBNA-1 inhibitor = blocks EBNA-1 binding to DNA. EBNA-1 DNA binding, fluorescence polarization. inhibition, % at 14.8 µM. actives 0.34% (n = 300,000); in the data active = inhibition above about 28%
# ZTA DNA inh = blocks Epstein-Barr virus ZTA, an EBNA-1 counter-screen; P03206; ZTA-DNA binding, fluorescence polarization; inhibition, % at 11 µM; actives 0.15% (n = 320,000); in the data active = inhibition above about 33%
# LYPLA2 counter = blocks human lysophospholipase 2, a PME1 counter-screen; O95372; recombinant LYPLA2, FP-Rh probe fluorescence polarization; inhibition, % at 5.9 µM; actives 0.38% (n = 320,000);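 active = inhibition above the screen-wide mean plus 3 SD, limit set per campaign, cut at about 26% in these data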;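 also: 0% = LYPLA2 with DMSO and 100% = wells lacking LYPLA2 enzyme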
# Target sequence (O95372 whole entry, looked up): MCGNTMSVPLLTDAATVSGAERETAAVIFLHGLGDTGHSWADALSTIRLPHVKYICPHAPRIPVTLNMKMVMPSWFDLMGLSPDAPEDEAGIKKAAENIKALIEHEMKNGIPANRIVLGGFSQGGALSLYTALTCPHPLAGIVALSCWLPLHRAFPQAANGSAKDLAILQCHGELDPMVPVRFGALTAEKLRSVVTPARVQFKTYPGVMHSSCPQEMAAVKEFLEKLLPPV
# LYPLA1 counter = counter-screen for PME1 inhibitors: inhibitors of human LYPLA1. recombinant LYPLA1, FP-Rh probe fluorescence polarization. inhibition, % at 5.9 µM. actives 0.16% (n = 320,000). AID 2174;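 active = inhibition above the mean of all tested compounds plus 3 SD, set per campaign, cut at about 14% in these data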;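 also: inhibitors block serine hydrolase probe labeling of LYPLA1 so polarization falls; 0% = enzyme with DMSO and 100% = wells lacking LYPLA1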
# Target sequence (O75608 whole entry, looked up): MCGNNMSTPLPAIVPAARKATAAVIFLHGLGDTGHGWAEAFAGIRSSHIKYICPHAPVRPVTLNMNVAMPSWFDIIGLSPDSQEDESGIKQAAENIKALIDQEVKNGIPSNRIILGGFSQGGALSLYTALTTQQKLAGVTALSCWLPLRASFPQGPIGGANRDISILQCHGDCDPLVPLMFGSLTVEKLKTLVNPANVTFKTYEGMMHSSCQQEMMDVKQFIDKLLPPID
# GSTO1 counter = blocks human GSTO1 in RBBP9 counter-screen. P78417. recombinant GSTO1, activity-based probe fluorescence polarization. inhibition, % at 5.96 µM. actives 1.1% (n = 300,000);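 active = inhibition above the campaign mean inhibition plus 3 SD, cut at about 35% in these data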;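 also: 0% = GSTO1-1 with DMSO and 100% = wells lacking GSTO1-1 enzyme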
# Target sequence (P78417 whole entry, looked up): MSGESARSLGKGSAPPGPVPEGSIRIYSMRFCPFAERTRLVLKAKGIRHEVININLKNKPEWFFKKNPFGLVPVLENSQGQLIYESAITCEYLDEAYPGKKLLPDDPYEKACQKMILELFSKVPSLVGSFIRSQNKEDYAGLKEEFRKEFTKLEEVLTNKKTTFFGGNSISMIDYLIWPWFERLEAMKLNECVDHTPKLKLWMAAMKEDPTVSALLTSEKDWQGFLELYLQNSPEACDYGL
# PAFAH1B3 inh = PAFAH1B3 (human) inhibition | Q15102 | recombinant PAFAH1B3, FP-rhodamine probe, fluorescence polarization | inhibition, % at 3.39 µM | actives 0.28% (n = 340,000) | AID 492972;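 active = inhibition above the screen-wide average of all tested compounds plus 3 SD, cut at about 25% in these data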;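 also: 0% = enzyme with DMSO only and 100% = wells lacking PAFAH1B3 protein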
# Target sequence (Q15102 whole entry, looked up): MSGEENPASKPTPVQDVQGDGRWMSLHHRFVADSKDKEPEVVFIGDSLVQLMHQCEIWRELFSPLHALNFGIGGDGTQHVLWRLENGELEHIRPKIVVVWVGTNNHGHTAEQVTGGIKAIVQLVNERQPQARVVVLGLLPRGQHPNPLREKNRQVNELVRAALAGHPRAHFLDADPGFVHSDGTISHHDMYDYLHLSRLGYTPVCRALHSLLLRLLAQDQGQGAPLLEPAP
# PAFAH2 inh = PAFAH2 (human) inhibition. Q99487. recombinant PAFAH2, FP-rhodamine activity probe, fluorescence polarization. inhibition, % at 3.39 µM. actives 0.99% (n = 340,000). AID 492956;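 active = inhibition above the mean over all tested compounds plus 3 SD, cut at about 30% in these data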;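 also: inhibitors block probe labeling of enzyme so polarization drops; 0% = enzyme with DMSO and 100% = wells lacking PAFAH2 protein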
# PREPL inhibitor = human PREPL enzyme inhibition; recombinant PREPL, fluorescence polarization activity-based probe; inhibition, % at 5.96 µM; actives 0.68% (n = 320,000); AID 2751; in the data active = inhibition above about 43%;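 also: 0% = enzyme with DMSO and 100% = wells lacking enzyme; many of its hits are not listed in these tables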
# PAD4 FP inh = blocks human protein arginine deiminase 4 | actives 0.41% (n = 330,000) | recombinant PAD4, RCA probe fluorescence polarization | Q9UM07 | AID 485272 | inhibition, % at 6.36 µM;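 active = percent inhibition above a cutoff equal to the mean of all tested compounds plus 3 SD, cut at about 15% in these data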;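 also: 0% = PAD4 with RCA probe and DMSO and 100% = probe without PAD4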
# An asterisk follows results filed as active; · = no result given. An excerpt; rates above refer to the full screens.
SMILES,EBNA-1 inhibitor,ZTA DNA inh,LYPLA2 counter,LYPLA1 counter,GSTO1 counter,PAFAH1B3 inh,PAFAH2 inh,PREPL inhibitor,PAD4 FP inh
Cc1ccc(C(C)NC(=O)c2ccco2)cc1C (configuration not stated),1,11,0,-1,6,0,-5,13,-2
CCOc1ccc(S(=O)(=O)Nc2ccc(Cl)cn2)c(C)c1C,5,-4,4,-4,3,14,3,-4,-1
COC(=O)c1cc(NC(=O)c2c(-c3c(Cl)cccc3Cl)noc2C)ccc1N1CCOCC1,7,5,1,-1,-1,3,1,-7,4
Clc1ccccc1-c1nnc2sc(-c3ccncc3)nn12,6,24,5,0,-3,11,-4,-5,-2
C/C(=N/NC(=O)CN1CCN(S(=O)(=O)c2ccc(C)cc2)CC1)c1ccco1,6,16,-5,-2,-3,0,6,20,-6
COc1ccc(Cl)cc1Nc1cc(C)nc2nc(C)nn12,-6,11,0,0,0,4,-4,-8,2
COc1cc(C2/C(=C(\O)c3cc(C)ccc3C)C(=O)C(=O)N2CCN(C)C)ccc1O (configuration not stated),1,13,6,-1,2,4,-2,1,-1
Cc1cc(NC(=O)Nc2cc(F)ccc2F)no1,-16,-2,-8,-3,-2,5,-4,12,-2
O=C(CSc1ccccc1)N(c1ccc(Br)cc1)c1nccs1,2,-16,0,-3,5,12,11,11,-3
Cc1ccc(NC(=O)c2ccc(Nc3c([N+](=O)[O-])cc([N+](=O)[O-])cc3[N+](=O)[O-])cc2)cc1,-5,-14,12,-2,19,27*,9,32,-2
C/C(=N\NC(=O)c1[nH]c2c([N+](=O)[O-])cc(C)cc2c1-c1ccccc1)c1cccnc1,5,-4,-2,0,2,3,14,13,2
COc1ccc(C(C)=O)cc1CS(=O)(=O)CC(=O)O,2,-1,11,2,-3,1,3,6,1
CC(=O)c1ccc(Oc2cc(C)nc(NCc3ccccc3)n2)cc1,3,10,-3,-1,2,2,5,0,-3
CCC(CC)C(=O)c1c[nH]c(C(=O)N2CCN(c3ccc(OC)cc3)CC2)c1,1,8,4,0,10,0,7,10,3
CCOC(=O)c1csc(NC(=O)CCSc2ccccc2)n1,-6,-10,3,-4,14,2,2,16,-3
COc1cc2oc3ccc(C#Cc4ccc(N)cc4)cc3c(=O)c2cc1OC,-2,-17,2,-3,-4,1,-18,12,2
CCn1c(SCC(=O)Nc2ccc(C(C)=O)cc2)nnc1C1CC1,-1,7,-3,-2,2,6,-4,-4,7
CCc1c(C)sc(NC(=O)C2CC(c3c(F)cccc3Cl)=NO2)c1C#N (configuration not stated),-4,-3,-6,-8,-9,9,-5,-14,5
CCN(C(=O)CSc1nnc(-c2ccccc2)o1)c1c(N)n(Cc2ccccc2)c(=O)[nH]c1=O,4,-14,7,4,14,5,2,10,2
COc1ccc(OCC(O)Cn2c(=N)n(Cc3ccccc3)c3ccccc32)cc1 (configuration not stated),-3,-9,2,4,3,2,-3,-25,2
Cc1cc(-c2cccnc2)c(C#N)c(SCc2cccc(F)c2)n1,2,-3,8,3,-4,4,-8,24,1
CCOc1ccc(C2C(C#N)=C(N)Oc3cc(O)ccc32)cc1OCC (configuration not stated),-3,12,4,2,4,1,0,3,-1
CCOc1cc(/C=C2\SC(=S)N(NS(=O)(=O)c3ccccc3)C2=O)ccc1O,-2,-11,-231,-121,-54,-125,-147,-153,-55
CCN(CC)S(=O)(=O)c1cccc(NC(=O)c2cc3ccccc3o2)c1,-5,5,-22,-11,-25,12,12,1,-7
COc1ccc(NC(=O)CSc2nccn2C)cc1S(N)(=O)=O,-6,-7,8,5,3,-1,5,-6,0
# Remaining list, next part:
SMILES,EBNA-1 inhibitor,ZTA DNA inh,LYPLA2 counter,LYPLA1 counter,GSTO1 counter,PAFAH1B3 inh,PAFAH2 inh,PREPL inhibitor,PAD4 FP inh
CC(C)(C)c1ccc(OC(=O)c2ccc3nsnc3c2)cc1,2,2,-2,0,13,12,-2,2,2
Clc1ccc(Cn2nnc3ccccc32)cc1,-7,4,5,-5,1,6,1,-5,2
CC(NC(=O)Nc1cccc([N+](=O)[O-])c1)(C(F)(F)F)C(F)(F)F,1,-8,-4,-3,-6,1,-8,18,-2
O=C(Nc1ccc(F)c(Cl)c1)C1CC2CCC1C2 (configuration not stated),8,-13,-2,-3,-2,3,-3,1,-1
CN(C)c1ccc(N2C(=NC(=O)COc3ccccc3)SC3CS(=O)(=O)CC32)cc1 (configuration not stated),6,21,-3,0,1,10,0,10,-6
Cc1ccc2c(c1)C1CN(C)CCC1N2C(=O)c1cccc(S(=O)(=O)N(C)C)c1 (configuration not stated),-8,-11,2,-2,2,11,0,1,-3
COCCOc1cc(NC(=O)c2sccc2Oc2ccc([N+](=O)[O-])cc2F)c(Cl)cc1Cl,7,7,2,-3,-1,-2,3,3,1
FC(F)(F)c1cccc(Sc2nc(-c3ccccc3)nnc2C(F)(F)F)c1,5,-6,5,0,2,3,-9,-8,2
COc1ccc2c(c1OC)C(=O)N(c1ccc(C)c(C)c1)C2=O,-2,-1,5,0,0,10,-4,-6,-2
CCCN1C=CC(=C/C=C(\C#N)C(=O)OCC)C=C1,-1,-11,-3,0,7,·,·,-1,-1
N#C/C(C(N)=O)=C1/CCc2ccccc2N1,-1,-2,6,-1,8,9,3,8,3
O=S(=O)(c1ccc(F)c(F)c1)N1CCN(c2ccccn2)CC1,2,2,-4,0,2,17,-3,-8,0
Cc1ccc(C)c(CN2CCC(n3nccc3NC(=O)C3CCCC3)CC2)c1,7,8,5,1,2,1,1,6,-2
COc1cccc(CN(C)C(=O)c2cccc(S(=O)(=O)NCc3ccccc3)c2)c1OC,9,7,0,-1,9,7,2,4,0
COc1ccc(/C=C2/SC(=O)N(CCNC(=O)C3COc4ccccc4O3)C2=O)cc1 (configuration not stated),-5,8,-3,0,3,1,0,-11,-5
O=C(O)CCCCCNC(=O)CSc1nnc(-c2ccco2)n1-c1ccccc1,-4,7,-4,-1,9,2,-10,0,-4
COc1ccc(CC(=O)Nc2nncs2)cc1OC,-4,-2,-5,-4,3,-1,8,8,0
COc1ccc(N(CC(=O)O)S(=O)(=O)c2cccnc2)cc1,-10,-9,-3,-1,-5,1,0,8,-8
O=C(c1ccc(Cl)s1)N1CCN(C23CC4CC(CC(C4)C2)C3)CC1,5,7,0,-3,0,10,2,-1,-2
C=CCn1c(SCC(=O)N2CCOCC2)nc2c([nH]c3ccccc32)c1=O,7,-6,3,4,-2,6,-5,7,2
COc1ccc(/C=C/C(=O)C(C(N)=O)=C2SCCS2)cc1,5,-10,-1,-3,1,3,-9,12,5
O=C(O)/C=C/C(=O)Nc1ccc2c(c1)C(=O)c1ccccc1C2=O,8,13,6,5,37*,13,17,3,-4
O=C(Cn1nc(-c2ccc(Cl)cc2)c2ccccc2c1=O)NN1CCOCC1,2,-8,-5,0,8,·,·,5,-1
Cc1ccc(CNC(=O)CCSCc2ccccc2F)cc1,-4,-24,11,7,13,6,-3,6,-3
COC(=O)C1C(=O)C2=C(CC1C)NC(C)=C(C(=O)OC(C)C)C2c1ccc(C)o1 (configuration not stated),9,5,3,5,3,3,6,8,4
# (further entries)
SMILES,EBNA-1 inhibitor,ZTA DNA inh,LYPLA2 counter,LYPLA1 counter,GSTO1 counter,PAFAH1B3 inh,PAFAH2 inh,PREPL inhibitor,PAD4 FP inh
O=C(COc1ccccc1Cl)Nc1nc(-c2cccs2)cs1,-2,6,-21,-16,-15,2,-17,5,-7
O=C(CN1C(=O)C2(OCCO2)c2ccccc21)c1ccc(F)cc1,4,-4,3,2,4,-4,-3,12,-4
O=C(NNC(=O)c1cccc(-n2cnnn2)c1)c1ccccc1,0,14,-3,1,3,4,4,5,-3
O=C(Cc1nc2ccccc2[nH]c1=O)c1ccc(Cl)cc1,0,7,-1,0,1,2,-2,7,0
CCCCNS(=O)(=O)c1ccc(S(=O)(=O)N2CCC3(CC2)OCCO3)cc1,1,4,12,7,-4,8,-1,2,7
CCCCCCn1c(=O)c(F)cn(Cc2ccc(OC)c([N+](=O)[O-])c2)c1=O,-9,3,6,-2,-8,5,5,-1,-1
CC(C)(C)C1CCC(=NNC(=O)C2COc3ccccc3O2)CC1 (configuration not stated),·,8,5,3,·,-1,5,4,4
O=C(Nc1ccc(Br)c(Cl)c1)c1ccco1,11,-3,-1,-15,-6,-2,0,-51,-6
O=C(/C=C/Sc1ccccc1)c1ccc(Cl)cc1,0,9,-9,1,0,8,3,1,10
Cc1ccccc1OCC(=O)NCC(=O)N/N=C/c1cccc([N+](=O)[O-])c1,-2,1,-3,0,-5,·,·,8,-1
CC(NC(=O)CN(C)S(=O)(=O)c1cccc2nsnc12)c1ccccc1 (configuration not stated),4,-16,6,5,2,3,1,9,4
Cc1cccc(NC(=O)CCn2nc(C)cc2C)c1,-4,17,3,-1,1,4,-1,19,-1
Cc1ccc(C)c(-n2cc[nH]c2=S)c1,13,-3,4,4,5,9,-3,-1,-3
CC(C)c1onc(C(=O)NCc2cccs2)c1[N+](=O)[O-],6,-14,1,-2,41*,-3,0,-4,1
Cn1c(=O)[nH]c(=O)c2c1nc(SCCN1CCCCC1)n2Cc1ccccc1,4,15,-3,-3,5,4,4,-14,1
Cc1ccccc1-n1c(SCC(=O)N(C)C2CCS(=O)(=O)C2)nnc1-c1ccncc1 (configuration not stated),1,-2,9,1,6,3,7,7,2
CCCCC(=O)NC(c1ccc(N(C)C)cc1)c1ccc2cccnc2c1O (configuration not stated),-2,-4,6,0,4,9,5,23,1
COc1ccc(NC(=O)CN(C)C(=O)CNC(=O)c2ccc(C)s2)cc1,-2,5,3,-1,3,3,2,-4,0
Cc1cc(=O)oc2cc(NC(=O)c3cccc(F)c3)ccc12,0,-4,7,7,4,3,2,6,3
CCOC(=O)C1CCN(S(=O)(=O)c2ccc3oc(=O)ccc3c2)CC1,-11,-6,-2,-5,-4,1,8,17,4
CCCCCc1ccc(-c2cn(CC3CCCCC3)nn2)cc1,-1,-2,-2,-2,1,-2,0,-3,-2
COCCCN1C(=O)C(=O)/C(=C(/O)c2ccc(S(=O)(=O)N3CCCCC3)cc2)C1c1cccc(OC)c1 (configuration not stated),7,1,1,1,8,4,6,-1,1
CCC1=NN(C(=O)C(=O)Nc2ccc(Br)cc2)C(O)(C(F)(F)F)C1 (configuration not stated),-5,12,0,0,6,4,4,-4,1
CC(=O)N1CCN=C1SCc1ccc(F)cc1,6,-2,2,4,0,-2,-2,6,-2
CCOc1cc(C=O)c(Br)cc1OC1CCCC1,1,2,-5,2,5,7,-11,4,-4
CC(C)(C)c1ccc(OCC(=O)N/N=C/c2ccsc2)cc1,4,-3,-1,0,-1,11,8,21,-5

# 3 records picked at random from the list so far:
SMILES,EBNA-1 inhibitor,ZTA DNA inh,LYPLA2 counter,LYPLA1 counter,GSTO1 counter,PAFAH1B3 inh,PAFAH2 inh,PREPL inhibitor,PAD4 FP inh
Cc1ccc(C(C)NC(=O)c2ccco2)cc1C (configuration not stated),1,11,0,-1,6,0,-5,13,-2
Cc1cc(-c2cccnc2)c(C#N)c(SCc2cccc(F)c2)n1,2,-3,8,3,-4,4,-8,24,1
COc1cccc(CN(C)C(=O)c2cccc(S(=O)(=O)NCc3ccccc3)c2)c1OC,9,7,0,-1,9,7,2,4,0

# Entries of single compounds from above.
# Cc1ccccc1OCC(=O)NCC(=O)N/N=C/c1cccc([N+](=O)[O-])c1 as listed: EBNA-1 inhibitor: -2; ZTA DNA inh: 1; LYPLA2 counter: -3; LYPLA1 counter: 0; GSTO1 counter: -5; PAFAH1B3 inh: ·; PAFAH2 inh: ·; PREPL inhibitor: 8; PAD4 FP inh: -1
# CC(C)(C)C1CCC(=NNC(=O)C2COc3ccccc3O2)CC1 (configuration not stated) as listed: EBNA-1 inhibitor: ·; ZTA DNA inh: 8; LYPLA2 counter: 5; LYPLA1 counter: 3; GSTO1 counter: ·; PAFAH1B3 inh: -1; PAFAH2 inh: 5; PREPL inhibitor: 4; PAD4 FP inh: 4

# Bioassay records deposited in PubChem by The Scripps Research Institute Molecular Screening Center.
